Screens as filed in PubChem.
VLA-4 antagonist: inhibition of LDV-FITC ligand binding to human VLA-4 integrin; P13612; Jurkat cells, LDV-FITC binding with Mn2+, flow cytometry; 100% = Mn2+-driven binding gain fully reversed; AID 529; inhibition, % at 10 µM (by protocol); actives 0.2% (n = 24,000);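 active = inhibition above 50%; inconclusive = compound itself fluorescent, judged against control cell fluorescence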;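 note: 0% = Mn2+ stimulated cells lacking compound and 100% = ligand binding without Mn2+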
Target sequence (P13612 whole entry, looked up): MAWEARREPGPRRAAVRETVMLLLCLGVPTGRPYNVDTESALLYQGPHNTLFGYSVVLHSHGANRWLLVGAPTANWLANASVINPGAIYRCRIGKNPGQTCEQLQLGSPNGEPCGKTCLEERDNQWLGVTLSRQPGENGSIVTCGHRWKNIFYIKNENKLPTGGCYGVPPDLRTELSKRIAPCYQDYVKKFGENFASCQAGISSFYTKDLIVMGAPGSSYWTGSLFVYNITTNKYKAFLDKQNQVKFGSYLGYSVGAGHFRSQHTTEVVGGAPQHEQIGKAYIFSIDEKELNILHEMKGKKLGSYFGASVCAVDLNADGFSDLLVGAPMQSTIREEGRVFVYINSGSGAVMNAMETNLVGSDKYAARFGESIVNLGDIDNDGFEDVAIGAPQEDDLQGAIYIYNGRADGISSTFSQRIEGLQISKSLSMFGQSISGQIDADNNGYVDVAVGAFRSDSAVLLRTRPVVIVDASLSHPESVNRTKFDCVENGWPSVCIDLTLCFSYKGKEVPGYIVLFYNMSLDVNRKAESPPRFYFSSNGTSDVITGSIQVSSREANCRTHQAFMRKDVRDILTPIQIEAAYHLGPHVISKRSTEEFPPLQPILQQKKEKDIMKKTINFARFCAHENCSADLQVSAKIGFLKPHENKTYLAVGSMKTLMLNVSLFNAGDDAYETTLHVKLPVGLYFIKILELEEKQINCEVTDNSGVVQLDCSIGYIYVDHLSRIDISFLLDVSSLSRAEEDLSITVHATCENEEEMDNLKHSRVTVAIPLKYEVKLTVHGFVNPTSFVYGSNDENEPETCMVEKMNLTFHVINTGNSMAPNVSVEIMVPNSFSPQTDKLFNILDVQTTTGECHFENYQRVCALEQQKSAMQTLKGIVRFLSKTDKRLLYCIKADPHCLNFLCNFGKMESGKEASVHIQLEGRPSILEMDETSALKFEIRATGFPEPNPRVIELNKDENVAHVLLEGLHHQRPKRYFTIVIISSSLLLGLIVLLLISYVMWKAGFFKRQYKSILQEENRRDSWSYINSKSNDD
VLA-4 allo ag: allosterically activates the human VLA-4 integrin | 24,000 tested, under 10 active | activation, % at 10 µM (by protocol) | P13612 | Jurkat cells, LDV-FITC binding, flow cytometry;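 active = fluorescent ligand binding to cells raised by more than 40% of the manganese-induced maximum; inconclusive = compound's own fluorescence above 85% of the ligand control signal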;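 note: 0% = ligand binding without compound and 100% = manganese-stimulated maximal binding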
LNCaP diff act: LNCaP prostate cell differentiation activation | AID 795 | actives 0.56% (n = 24,000) | flow cytometry side scatter, 4 d | side scatter shift, % at 10 µM;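 active = side scatter shift above 30%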;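 note: androgen-responsive LNCaP prostate cancer cells in charcoal-stripped serum medium; percent of cells past a gate set so DMSO wells show 10% shift; higher shift means more granular cells and more differentiation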
Jurkat autofluor: counter-screen for VLA-4 integrin: compound autofluorescence in Jurkat cells; actives 0.61% (n = 24,000); flow cytometry; hits give high values; 1 = vehicle-only cell background; fluorescence ratio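 (tested at 10 µM compound in the well)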;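 active = fluorescence ratio above 2.44, which is 1 plus 3 SD of all ratios; inconclusive = signal too bright to measure linearly, ratio around 10 or more; inactive = fluorescence ratio below 2.44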;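 note: green fluorescence of cells measured with 488 nm excitation and 530 nm emission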
* marks the source's active call; other numbers are inactive results; u = inconclusive; x = not tested or not shown. A portion of the library (hit frequency here may not be typical).

Each structure is followed by: VLA-4 antagonist	VLA-4 allo ag	LNCaP diff act	Jurkat autofluor
1. O=C(Cc1c(O)c2ccccc2[nH]c1=O)NCc1ccc(F)cc1
→ -18	0	12	1.1
2. COc1cccc(C(=O)NCc2n[nH]c(=S)n2-c2cccc(C)c2)c1
→ -7	-2	16	0.98
3. O=C1CC(c2ccc(Cl)cc2)n2nc(N3C(=O)c4ccccc4C3=O)nc2N1 (centres undefined)
→ -24	2	8	0.99
4. O=C(c1ccccc1S(=O)(=O)NCc1ccccc1)N1CCCC1
→ -10	-4	6	0.89
5. COc1cccc(C(=O)Nc2ccc(C(=O)O)cc2)c1
→ -1	-2	16	1.1
6. CNC(=O)Nc1cccc(C(F)(F)F)c1
→ -12	2	10	1.1
7. CCOc1ccc2[nH]c(O)c(NC(C)=O)c2c1
→ -5	-4	4	0.98
8. CCCCNC(=O)c1ccc2c(c1)ncn2C1CCCCC1
→ 8	0	2	0.98
9. CCCOc1cc(C)c(S(=O)(=O)N2CCN(C)CC2)cc1C
→ -31	2	14	0.99
10. COCCN1C(=O)C(=O)/C(=C(/O)c2cccc(S(=O)(=O)N(C)C)c2)C12C(=O)N(C)c1ccccc12 (centres undefined)
→ -2	1	18	1
11. CC(=O)c1ccc(OCC(O)CN2C(C)CCCC2C)cc1 (centres undefined)
→ -8	3	6	0.97
12. FC(F)(F)c1cc(-c2ccco2)nc(N2CCOCC2)n1
→ 1	-7	6	0.97
13. Cc1cccc(NC(=O)C2CCCN(S(=O)(=O)c3cccc4cccnc34)C2)c1 (centres undefined)
→ 23	-5	20	1
14. COc1c(S(=O)(=O)n2nc(C)cc2C)ccc(Cl)c1Cl
→ -12	4	2	1.1
15. CC(=O)c1c(C)[nH]c(C(=O)N2CCN(C(=O)c3ccco3)CC2)c1C
→ u	u	2	1
16. O=C(NCC1CCCO1)C1C2C=CC3(CN(Cc4cccs4)C(=O)C13)O2 (centres undefined)
→ u	-4	18	1.1
17. CCN1CCN(CCCNC(=O)c2cc3sccc3n2CC)CC1
→ 1	2	12	1.1
18. CCOC(=O)CC(=O)CSc1[nH]c(=O)cc(C)c1C#N
→ -14	4	5	1.1
19. CC(NC(=O)c1ccccc1NC(=O)c1ccco1)C(=O)O (centres undefined)
→ -15	5	1	0.97
20. CCOC(=O)C1CCN(c2c(NCCCN(CC)Cc3ccccc3)c(=O)c2=O)CC1
→ -1	-5	5	1.1
21. Cc1ccc2cc3cc(C(=O)N(C)C4CCCCC4)oc3nc2c1
→ 13	-1	10	1.1
22. O=C(Nc1ccc(N2C(=O)C3C4C=CC(C4)C3C2=O)cc1)Nc1cccnc1 (centres undefined)
→ -6	1	5	1
23. CC(=O)NC(CCS(C)(=O)=O)C(=O)Nc1nc(C)cs1 (centres undefined)
→ u	u	5	1.1
24. CCOC(=O)c1c(NC(=O)c2cccs2)sc2c1CCN(C(=O)OCC)C2
→ -12	-14	5	1.2
25. COc1cc(CNCCC2CCOC(C)(C)C2)ccc1O (centres undefined)
→ -4	2	4	1.1
26. Cc1noc(C)c1S(=O)(=O)N1CCC(C(=O)N2CCN(C(=O)c3ccco3)CC2)CC1
→ -15	4	1	1.1
27. COc1ccccc1CNC(=O)C1CCCN(S(C)(=O)=O)C1 (centres undefined)
→ -10	8	1	0.94
28. Cc1ccc(-c2nnn(CC(=O)N(Cc3ccco3)C(C(=O)NC(C)(C)C)c3cccs3)n2)o1 (centres undefined)
→ -16	0	2	1.1
29. Cn1c(CNc2nc(-c3ccccc3)cs2)nnc1SCC(=O)N1CCc2ccccc21
→ 17	-10	19	1.1
30. CCCn1c(SCC(=O)Nc2ccccc2C(=O)OC)nc2c1c(=O)n(C)c(=O)n2C
→ 3	4	6	1.2
31. CCOc1ccc(-n2c(SCC(=O)Nc3ccc(OC)cc3OC)nc3c(c2=O)SCC3)cc1
→ 3	-2	6	1
32. CN(C)Cc1c(O)ccc2oc(Cc3ccccc3)cc12
→ -15	12	16	0.93
33. CCCCCC(=O)OC(CN1CCCCC1)CN1CCCC1=O (centres undefined)
→ -11	6	5	0.84
34. COc1cccc(C2CC(c3cccc(Br)c3)n3nc(N)nc3N2)c1 (centres undefined)
→ 6	3	14	1.3
35. CCCCCC(=O)Nc1cccc(-c2nc3ncccc3o2)c1
→ 44	-17	5	1.1
36. COc1ccccc1CNC(=O)C(CCSC)NS(=O)(=O)c1ccc2c(c1)oc(=O)n2C (centres undefined)
→ 3	4	5	1.1
37. COc1ccc(CC(NC(C)=O)C(=O)NC2CCN(c3nc(C)cc(C)c3C#N)CC2)c(OC)c1 (centres undefined)
→ -7	-4	3	1
38. CCC(=O)N/C(N)=N/c1nc(C)c2cc(OC)ccc2n1
→ -26	10	3	1.1
39. O=C(CCCCCNS(=O)(=O)c1ccc(Br)cc1)NCCN1CCOCC1
→ 4	-4	2	0.99
40. O=C(CN1C(=O)CCS(=O)(=O)c2ccccc21)NCc1ccc(F)cc1
→ -3	11	11	1.1
41. Cc1cnc(C(=O)Nc2ccc(-n3cnnn3)cc2)cn1
→ 0	1	5	1
42. CN(CCNC(=O)C1CCN(S(=O)(=O)c2cnc[nH]2)CC1)Cc1ccccc1
→ 28	6	6	0.91
43. CCOc1ccc(NC(=O)c2nnn(CC(=O)Nc3ccccc3OC)c2N)cc1
→ -8	-2	3	1
44. CCOC(=O)c1c(CN(CC)CC)oc2cc(Br)c(O)cc12
→ 3	2	7	1.1
45. COc1ccc(S(=O)(=O)NCC2CCC(C(=O)NCc3ccco3)CC2)cc1 (centres undefined)
→ 1	2	12	1.1
46. CC1CCN(S(=O)(=O)c2ccc3ncn(CC(=O)N(C)Cc4ccccc4)c(=O)c3c2)CC1
→ u	u	9	1.1
47. Cc1ccc(-c2nc(CSCC(=O)N3CCN(c4ccccn4)CC3)c(C)o2)cc1
→ u	u	10	1.2
48. CC1CCN(CCNC(=O)CCS(=O)(=O)c2ccc(Br)cc2)CC1
→ 42	-2	1	1.1
49. O=C(O)C(c1ccccc1)N1CCCC1 (centres undefined)
→ 2	1	12	1
50. COC(=O)c1sc(S(=O)(=O)N2CCN(c3ccccc3)CC2)c(C(=O)OC)c1C
→ 3	-1	4	1

(cont.)
Each structure is followed by: VLA-4 antagonist	VLA-4 allo ag	LNCaP diff act	Jurkat autofluor
51. Cc1nc2ccc(S(=O)(=O)NC(C(=O)NCc3ccco3)C(C)C)cc2s1 (centres undefined)
→ -13	-4	3	1
52. COc1ccc2cc(CCNC(=O)CC(C)(C)C)c(=O)[nH]c2c1
→ -5	4	6	1
53. CCCCCc1c(C)nc(SCC(=O)O)[nH]c1=O
→ -2	14	8	1
54. CCCCOC(=O)c1[nH]c2c(c1C)C(=O)CC(c1cc(OC)c(OC)c(OC)c1)C2 (centres undefined)
→ 2	2	9	0.97
55. CCOC(=O)Cc1csc(NC(=O)CCNS(=O)(=O)c2ccc3c(c2)CCC(=O)N3)n1
→ -8	6	1	0.99
56. CCOC(=O)N1CCN(C(=O)CCNS(=O)(=O)c2cc(Br)cnc2N)CC1
→ -20	8	15	1
57. Cc1cc(C)nc(N2CCC(C(=O)Nc3ccc(Oc4ccccc4)cc3)CC2)n1
→ 8	2	33*	0.99
58. Cc1nc2c(c(C)nn2-c2ccccc2)c(C)c1Cl
→ u	u	9	1.4
59. Cc1c(C(=O)NCc2ccc3c(c2)OCO3)oc2ccc(S(=O)(=O)N3CCCC3)cc12
→ 13	-7	4	1.1
60. Cn1cccc1Cc1nnc(SCC(N)=O)n1-c1ccc(F)cc1
→ -6	4	5	0.99
61. O=S(=O)(c1ccc(F)cc1)N1CCC(N2CCCC2)CC1
→ 4	2	7	1
62. CC(=O)Oc1ccc(C(c2ccc(OC(C)=O)cc2)c2ccccn2)cc1
→ -8	-2	2	0.98
63. CCn1cc(C(=O)O)c(=O)c2ccc(C)nc21
→ -5	2	4	0.93
64. Cc1ccsc1-c1nc(CSCC(=O)NCCN2CCCC2)c(C)o1
→ -15	3	12	1
65. CC(C)NC(=O)C1CCCN(S(=O)(=O)c2cccs2)C1 (centres undefined)
→ -6	-1	3	1.1
66. COC(=O)CNC(=O)C1CCCN1C(=O)CNC(=O)OC(C)(C)C (centres undefined)
→ -10	-6	13	1
67. COc1ccc(-c2nnc(Nc3nc4c(OC)cccc4s3)o2)c(OC)c1
→ 68*	5	8	1.1
68. O=C(CSc1nnc(NC(=O)C2CCC2)s1)NC1CC1
→ -17	3	12	0.98
69. CCC1Oc2ccccc2N(CC(=O)NCCCN2CCCCC2C)C1=O (centres undefined)
→ -20	0	18	1
70. CC1CCCN(C(=O)c2cc3c(-c4ccc(Cl)cc4)nn(C)c3s2)C1 (centres undefined)
→ 6	-3	12	1.1
71. COc1ccc(NC(=O)C(CCS(C)(=O)=O)NC(C)=O)cc1 (centres undefined)
→ -1	-1	12	1
72. OC(C#Cc1ccccn1)c1cccs1 (centres undefined)
→ u	u	12	1.2
73. Cc1cc(NC(=O)CSc2cn(CCNC(=O)c3ccc(F)cc3)c3ccccc23)no1
→ -10	2	8	1
74. CCN=C1SC(CC(=O)Nc2ccccc2)C(=O)N1CC (centres undefined)
→ -4	-6	7	0.99
75. O=C(O)C1C2C=CC3(CN(C4CCCC4)C(=O)C13)O2 (centres undefined)
→ -10	3	5	1
76. Cc1nc2c(Br)c3nc(C(F)(F)F)[nH]c3c(Br)c2[nH]1
→ 6	3	1	1.1
77. CCOC(=O)C1CCN(C(=O)c2cn(C)c(=O)c3cc(OC)c(OC)cc23)CC1
→ 6	-2	3	1.1
78. COc1ccc(-c2nc(CN3CCC(C(=O)NC4CCCc5ccccc54)CC3)c(C)o2)cc1OC (centres undefined)
→ -1	-10	39*	1.1
79. CCN(CC)C(=O)C1CC(=O)N(c2ccc(F)c(Cl)c2)C1 (centres undefined)
→ -14	-2	5	1
80. COc1ccc(S(=O)(=O)Nc2cccc(SC)c2)cc1OC
→ -7	5	13	1
81. CS(=O)(=O)Nc1ccc(C(=O)NCCc2ccccc2)cc1
→ -28	5	12	0.95
82. CCOc1ccccc1NC(=O)CN1C(=O)COc2ccc(Cl)cc21
→ -21	-8	4	1
83. CC(CCc1ccccc1)NC(=O)c1cc2sccc2n1C (centres undefined)
→ 2	-3	13	1.1
84. CCOC(=O)N1CCC(N2Cc3cccc(C(=O)NCc4ccccn4)c3C2=O)CC1
→ 2	-4	6	1.1
85. COc1cc2[nH]c(=O)n(CCCCCC(=O)NCCc3c[nH]c4ccccc34)c(=O)c2cc1OC
→ 18	-3	x	0.99
86. Cc1nnc(NC(=O)NCN2C(=O)C3C4C=CC(C4)C3C2=O)s1 (centres undefined)
→ -14	0	7	1.1
87. CCOC(=O)N1CCC(N2C(=O)c3ccccc3C2Nc2ccccc2C)CC1 (centres undefined)
→ 14	-1	4	1.1
88. COc1ccc(N(CC(=O)NCc2cccnc2)S(=O)(=O)c2c(C)nn(C)c2C)cc1
→ 2	3	4	0.93
89. O=C(NCc1ccco1)C1CCCN(S(=O)(=O)c2cccc3cccnc23)C1 (centres undefined)
→ u	u	13	1.2
90. C=CCn1c(SCc2ccc3nonc3c2)nnc1-c1cccs1
→ -21	1	9	1
91. CN(Cc1ccccc1)c1nc2c(c(=O)[nH]c(=O)n2C)n1Cc1ccccc1Cl
→ 2	-10	1	1.1
92. Cc1cccc(N(C)C(=O)c2coc(=O)c3ccccc23)c1
→ -1	-1	9	0.99
93. O=C(c1cnc2n(c1=O)CCS2)N1CCCc2ccccc21
→ u	u	2	u
94. O=C(NC1CCCC1)c1c[nH]c2ccc(F)cc2c1=O
→ -14	6	8	1.3
95. CC(NC(=O)COc1cc(=O)n(C)c2ccccc12)c1ccc2c(c1)OCCO2 (centres undefined)
→ 9	4	10	1.1
96. O=c1cc(NCc2ccccc2)nc2n1CCCS2
→ 9	3	7	1.1
97. CCn1ncc(C2=NOC(C(=O)NCc3ccc(Cl)cc3)C2)c1C (centres undefined)
→ 7	1	11	0.99
98. O=C(CN1C(=O)COc2ccccc21)NCCCN1CCN(Cc2ccccc2)CC1
→ -11	4	7	1.1
99. CNC(=O)c1ccc(N(Cc2ccccc2C)S(C)(=O)=O)cc1
→ -26	7	3	1.1
100. O=C(C1CCC(CNS(=O)(=O)c2cccs2)CC1)N1CCCCC1 (centres undefined)
→ -1	-3	4	1.1

The listing continues:
Each structure is followed by: VLA-4 antagonist	VLA-4 allo ag	LNCaP diff act	Jurkat autofluor
101. COc1ccc(OC)c(CNC(=O)CCNC(=O)Cn2ccc3ccccc3c2=O)c1
→ -28	8	x	0.94
102. CC12CN3CC(C)(CN(C1)C3c1cc(Br)ccc1O)C2=O (centres undefined)
→ -14	2	4	0.98
103. CCOC(=O)N1CCN(Cc2nc3c(c(=O)[nH]c(=O)n3C)n2CCCc2ccccc2)CC1
→ 16	-7	7	1.2
104. Cc1ncn(C23CC4CC(CC(O)(C4)C2)C3)n1
→ 4	8	9	0.98
105. CCC(c1nnnn1Cc1ccco1)N(CCc1ccccc1)Cc1cc2cccc(C)c2[nH]c1=O (centres undefined)
→ 10	-8	7	1.1
